m5-HT2A agonist: activates the mouse 5-HT2A serotonin receptor | P35363 | activation, % at 7.6 µM | CHO-K1 mHTR2A beta-arrestin complementation, luminescence; percent of 30 µM serotonin response | 0.66% of 360,000 active;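 active = activation above a run cutoff, the mean activation of all tested compounds plus 3 SD, cut at about 14% in these data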;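 note: 0% = plate median of compound wells and 100% = 30 µM serotonin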
Target sequence (P35363 whole entry, looked up): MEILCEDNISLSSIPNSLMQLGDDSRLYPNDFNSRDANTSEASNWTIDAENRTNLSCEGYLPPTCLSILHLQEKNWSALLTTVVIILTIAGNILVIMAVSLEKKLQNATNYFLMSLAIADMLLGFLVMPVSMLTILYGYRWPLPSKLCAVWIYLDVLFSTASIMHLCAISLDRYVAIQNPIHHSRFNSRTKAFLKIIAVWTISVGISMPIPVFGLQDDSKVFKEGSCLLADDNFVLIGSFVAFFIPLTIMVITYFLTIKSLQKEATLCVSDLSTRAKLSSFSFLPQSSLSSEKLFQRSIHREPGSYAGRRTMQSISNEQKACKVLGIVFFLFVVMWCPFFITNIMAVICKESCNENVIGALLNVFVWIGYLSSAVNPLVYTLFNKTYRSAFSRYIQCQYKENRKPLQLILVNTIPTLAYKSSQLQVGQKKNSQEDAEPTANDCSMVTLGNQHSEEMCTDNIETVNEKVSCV
N-glyco inh: N-linked glycosylation inhibition | D54 ERlucT glycosylation luciferase reporter, 24 h; percent of 100 nM tunicamycin response | reporter increase, % at 12.5 µM | 0.23% of 360,000 active;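 active = mean luciferase reporter signal, scaled so untreated is 0 and the glycosylation-blocking control 100, at or above a set limit in every replicate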;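 note: luciferase carries N-glycosylation sites so blocking glycosylation raises the light; 0% = median of neutral control wells and 100% = median of 100 nM tunicamycin wells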
aDG glyco up: increases alpha dystroglycan glycosylation. Pro5-aDG cells, alpha-DG glycosylation AlphaScreen (IIH6); 0% Pro5, 100% B10-LARGE cell signal. activation, % at 10 µM. 0.22% of 360,000 active. AID 624168;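 active = activation of at least 8% versus controls, or a plate z-score of at least 8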;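 note: Pro5 are CHO cells carrying HIG-tagged alpha-DG that lacks glycosylation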
Exocytosis inh: blocks lytic granule exocytosis | TALL-104 LAMP-1 surface exposure, flow cytometry; cells stimulated with thapsigargin and PMA | AID 651702 | inhibition, % at 10 µM | 0.66% of 360,000 active;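 active = inhibition above about 55%, limit read from the data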
PDI turbidity: inhibitors of human protein disulfide isomerase | inhibition, % at 10 µM | P07237 | PDI insulin aggregation turbidity, A650, 90 min | 0.052% of 350,000 active;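 active = mean inhibition across replicates of 30% or more, whatever share of single replicates reach that level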;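 note: absorbance from insulin aggregation driven by PDI reduction with DTT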
Vif inh: HIV Vif inhibition | HEK293T cells, Vif self-association by quenched fluorescence, imaging, 24 h | inhibition, % at 7.49 µM | 0.35% of 340,000 active | AID 602346; in the data active = inhibition above about 50%, passing the limit was not always enough; note: some results filed as inactive read as strong as hits
CaV13 ICDI inh: Disruptors of the CACNA1D IQ motif to Ca2+-dependent inactivation inhibitor domain association, primary screening, Förster resonance energy transfer in intact living … | HEK cells, CFP/YFP FRET ICDI-IQ, plate reader, 10 min; percent FRET-ratio fall versus neutral wells | inhibition, % at 12.3 µM | 0.098% of 340,000 active;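 active = mean replicate inhibition of at least 30% and at least 1% of replicates passing that level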;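 note: 0% = median of the neutral control wells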
Starred values were filed as active, the others as inactive; x = not tested or not shown. A portion of the library (hit frequency here may not be typical).

Keys – A = m5-HT2A agonist; B = N-glyco inh; C = aDG glyco up; D = Exocytosis inh; E = PDI turbidity; F = Vif inh; G = CaV13 ICDI inh
1: Cn1nnnc1Sc1ncnc2scc(-c3cccs3)c12
  A = x	B = -14	C = x	D = x	E = 8	F = x	G = x
2: CC(=O)OCC(=O)[C@@]12OC(C)(C)O[C@@H]1C[C@H]1[C@@H]3C[C@H](F)C4=CC(=O)C=C[C@]4(C)[C@@]3(F)[C@@H](O)C[C@@]12C
  A = x	B = 6	C = x	D = x	E = x	F = 12	G = x
3: CSCCC1NC2(C(=O)Nc3ccc(Cl)cc32)[C@@H]2C(=O)N(C3CCCC3)C(=O)[C@H]12 (stereo not given in full)
  A = x	B = x	C = x	D = x	E = x	F = -11	G = -3
4: C=C(C)COc1ccc(-c2nc(N)ncc2-c2ccc(OC)cc2)c(O)c1
  A = x	B = x	C = x	D = x	E = x	F = -1	G = -5
5: N#C/C(C(N)=O)=c1/ccc2c(c1)N1C3=C(CCCC3)CC3CCCCC31N=2 (stereo not given)
  A = x	B = x	C = x	D = x	E = x	F = 3	G = -5
6: CCCCNC(=O)c1nc(-c2cccnc2)oc1-c1ccc(OC(F)(F)F)cc1
  A = 1	B = x	C = 0.4	D = -1	E = x	F = x	G = x
7: CC(C)(C)NC(=O)C(c1ccccc1)n1c(-c2ccc(-c3ccccc3)cc2)nc2ccccc21 (stereo not given)
  A = -1	B = x	C = 0.3	D = 0	E = x	F = x	G = x
8: COc1ccc(C(C(=O)Nc2ccc(F)cc2)N2CCN(c3cccc(C(F)(F)F)n3)CC2)cc1 (stereo not given)
  A = -2	B = x	C = 0.3	D = 2	E = x	F = x	G = x
9: COC(=O)[C@]12CCCCC=C1N(Cc1ccc3c(c1)OCO3)C(=O)[C@H](CC(=O)NCC1CCCCC1)C2
  A = -1	B = x	C = -0.1	D = 10	E = x	F = x	G = x
10: CN1C(=O)[C@@](O)(CC(=O)c2ccccc2)c2cc(Br)ccc21
  A = 1	B = x	C = 1.2	D = -7	E = x	F = x	G = x
11: COC(=O)[C@@]12C[C@@H](CC(=O)NCc3cccc4ccccc34)C(=O)N(Cc3ccc4c(c3)OCO4)C1=CCC(C)(C)C2
  A = 2	B = x	C = 0.1	D = 13	E = x	F = x	G = x
12: Cc1cccc(N2CCN(C(C(=O)NCc3ccccc3)c3ccco3)CC2)c1C (stereo not given)
  A = 2	B = x	C = 0.5	D = 7	E = x	F = x	G = x
13: CCCCOCCCNC(=O)C[C@@H]1C[C@@]2(C(=O)OCC)CCCC=C2N(CCC2=CCCCC2)C1=O
  A = -3	B = x	C = -0.1	D = -9	E = x	F = x	G = x
14: CCOC(=O)[C@]12CCCC=C1N(CCc1ccc(OC)c(OC)c1)C(=O)[C@H](CC(=O)N1CCCC1)C2
  A = -1	B = x	C = 0.8	D = -2	E = x	F = x	G = x
15: CCc1c(-c2ccc(F)cc2)ncn1Cc1cccc(-c2ccccc2)c1
  A = -8	B = x	C = 0.3	D = 37	E = x	F = x	G = x
16: Cc1ccc2ccc(C(Nc3ccccc3)c3ccc(Cl)cc3)c(O)c2n1 (stereo not given)
  A = -11	B = x	C = 1.1	D = 12	E = x	F = x	G = x
17: COC(=O)[C@@]12C[C@@H](CC(=O)N3CCN(C(=O)c4ccco4)CC3)C(=O)N(CCc3ccc(OC)c(OC)c3)C1=CCC(C)(C)C2
  A = -2	B = x	C = 0.2	D = -8	E = x	F = x	G = x
18: COC(=O)[C@@]12C[C@@H](CC(=O)N3CCC(c4ccccc4)CC3)C(=O)N(Cc3ccco3)C1=CCC(C)(C)C2
  A = 8	B = x	C = 0.1	D = -5	E = x	F = x	G = x
19: O=C(C[C@@H]1CC[C@@H]2[C@H](COC[C@H](O)CN2S(=O)(=O)c2ccccc2)O1)Nc1ccccc1
  A = -4	B = x	C = 0.1	D = 0	E = x	F = x	G = x
20: CC1(C(=O)NCc2ccccc2)CN(S(C)(=O)=O)CC(=O)N1Cc1cccc(C(F)(F)F)c1 (stereo not given)
  A = 3	B = x	C = 1.2	D = -2	E = x	F = x	G = x

From compound 1 to 6, copied from above:
Keys – A = m5-HT2A agonist; B = N-glyco inh; C = aDG glyco up; D = Exocytosis inh; E = PDI turbidity; F = Vif inh; G = CaV13 ICDI inh
1: Cn1nnnc1Sc1ncnc2scc(-c3cccs3)c12
  A = x	B = -14	C = x	D = x	E = 8	F = x	G = x
2: CC(=O)OCC(=O)[C@@]12OC(C)(C)O[C@@H]1C[C@H]1[C@@H]3C[C@H](F)C4=CC(=O)C=C[C@]4(C)[C@@]3(F)[C@@H](O)C[C@@]12C
  A = x	B = 6	C = x	D = x	E = x	F = 12	G = x
3: CSCCC1NC2(C(=O)Nc3ccc(Cl)cc32)[C@@H]2C(=O)N(C3CCCC3)C(=O)[C@H]12 (stereo not given in full)
  A = x	B = x	C = x	D = x	E = x	F = -11	G = -3
4: C=C(C)COc1ccc(-c2nc(N)ncc2-c2ccc(OC)cc2)c(O)c1
  A = x	B = x	C = x	D = x	E = x	F = -1	G = -5
5: N#C/C(C(N)=O)=c1/ccc2c(c1)N1C3=C(CCCC3)CC3CCCCC31N=2 (stereo not given)
  A = x	B = x	C = x	D = x	E = x	F = 3	G = -5
6: CCCCNC(=O)c1nc(-c2cccnc2)oc1-c1ccc(OC(F)(F)F)cc1
  A = 1	B = x	C = 0.4	D = -1	E = x	F = x	G = x

Bioassay records as filed in PubChem.
